Bioassay records (PubChem BioAssay)
Pemphigus Ab inh: human desmoglein-3 autoantibody binding inhibition; P32926; DSG3-coupled beads, scFv-anti-DSG3-GFP binding, flow cytometry; hits give low values; binding (percent of control), % at 10 µM; hit rate 0.48% among 310,000;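 active = binding more than 3 SD below its plate's average and above zero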;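 also: hits lower antibody fragment binding to DSG3; some compounds called inactive have numbers as strong as hits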
DAGLB inh: blocks human DAGLB lipase activity. HEK293T DAGLB membrane lysate, EnzChek fluorogenic substrate. inhibition, % at 5.17 µM. hit rate 0.059% among 340,000. AID 504411; in the data active = inhibition above about 34%;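 also: 0% = enzyme with vehicle and 100% = wells lacking enzyme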
OPRM1-OPRD1 inv: inverse agonist of human OPRM1-OPRD1 heterodimerization | hit rate 0.21% among 340,000 | cell-based MOR-DOR heterodimer luminescence, inverse agonism | inhibition, % at 9.3 µM | AID 504357 | P35372+P41143; in the data active = inhibition above about 22%, passing the limit was not always enough;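 also: 0% = cells with DMSO and 100% = wells without cells with DMSO; values of inactives mirror those of a sister screen read the other way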
Target sequence (P35372 whole entry, looked up): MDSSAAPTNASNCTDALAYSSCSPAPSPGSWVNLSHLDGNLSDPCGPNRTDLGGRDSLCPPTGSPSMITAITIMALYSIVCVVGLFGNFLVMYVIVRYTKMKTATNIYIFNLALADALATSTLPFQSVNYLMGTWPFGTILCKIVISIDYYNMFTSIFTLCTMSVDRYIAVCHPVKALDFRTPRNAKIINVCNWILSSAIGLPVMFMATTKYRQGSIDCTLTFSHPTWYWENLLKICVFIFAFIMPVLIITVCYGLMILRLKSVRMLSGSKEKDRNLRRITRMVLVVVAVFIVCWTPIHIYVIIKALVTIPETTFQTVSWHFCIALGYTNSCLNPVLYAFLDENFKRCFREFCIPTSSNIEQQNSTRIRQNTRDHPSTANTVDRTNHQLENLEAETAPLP
Target sequence (P41143 whole entry, looked up): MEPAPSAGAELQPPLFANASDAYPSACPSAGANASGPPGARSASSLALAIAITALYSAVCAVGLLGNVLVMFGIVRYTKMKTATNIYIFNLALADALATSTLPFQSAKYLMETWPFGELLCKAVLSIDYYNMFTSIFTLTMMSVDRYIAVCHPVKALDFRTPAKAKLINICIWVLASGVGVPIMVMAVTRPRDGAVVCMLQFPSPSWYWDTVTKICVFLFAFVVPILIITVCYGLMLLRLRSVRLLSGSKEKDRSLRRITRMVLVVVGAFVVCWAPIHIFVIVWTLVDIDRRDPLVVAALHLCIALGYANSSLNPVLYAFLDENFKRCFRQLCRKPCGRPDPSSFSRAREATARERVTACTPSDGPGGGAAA
Arr AP2 block: human beta-arrestin and AP2 interaction inhibition | FITC-arrestin peptide / GST-AP2 beads, flow cytometry; AP2 beta2 appendage carries R879A mutation | inhibition, % at 10 µM | hit rate 0.31% among 340,000;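 active = inhibition above a set limit, near 3 SD of compounds lacking own fluorescence, cut at about 54% in these data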;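 also: plate controls were DMSO wells for no effect and 5 µM unlabelled arrestin peptide for full effect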
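Assay system: GST-AP2 R879A bound to glutathione beads, E. coli-expressed; Medium: PBS with 0.05% Tween 20 and 0.1% BSA; Also added: fluorescein-tagged arrestin peptide at 50 nM final; Timing: 12 min plus 1 h, RT; Measured by: flow cytometry, FL1 (488/535 nm); Evaluation: percent drop in bead-associated FITC signal.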
OPRM1-OPRD1 ag: OPRM1-OPRD1 heterodimerization agonism. hit rate 0.3% among 340,000. activation, % at 9.3 µM. cells, luminescence. P35372+P41143; in the data active = activation above about 18%;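 also: 0% = vehicle-treated cells and 100% = reference agonist; values of inactives mirror those of a sister screen read the other way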
HTR5A ag: activates human HTR5A in OPRM1-OPRD1 agonist counter-screen. HTR5A agonist assay, luminescence, cell-based. hit rate 0.61% among 340,000. AID 504692. P47898. activation, % at 9.3 µM; in the data active = activation mostly above about 9.5%, no sharp cut-off; inactive = mostly below about 7.6%;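 also: 0% = cells with vehicle only and 100% = reference agonist; strong numbers were not always called active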
V-ATPase pH: yeast V-ATPase proton transport regulation by pHLuorin; S. cerevisiae, pHLuorin cytosolic pH fluorescence; response, % at 10 µM; hit rate 0.37% among 350,000; AID 504577; in the data active = response mostly above about 7.3%, no sharp cut-off; inactive = mostly below about 5.4%; also: actives read high; inactives centre near 0; some compounds called inactive have numbers as strong as hits; reference of the scale not given here
PKA-R1A activ: activates the PKA-R1A holoenzyme complex; hit rate 0.083% among 340,000; P00514+P68181; PKA-R1A dissociation, Cy5-IP20 fluorescence polarization; scaled: DMSO 0%, 113 µM cGMP 100%; AID 504707; activation, % at 11.4 µM;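 active = percent activation above the mean of all tested compounds plus 3 SD, cut at about 19% in these data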;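 also: higher means more PKAc released from R1A so a rise in polarization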
PKA-R2B activ: activates the human PKA-R2B holoenzyme complex; PKA-R2B holoenzyme dissociation, Cy5-IP20 fluorescence polarization; R2B truncated from residue 108, S112A mutant; 0% DMSO only, 100% 113 µM cGMP; activation, % at 11.4 µM; hit rate 0.079% among 340,000;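 active = activation above a cutoff set at the mean over all compounds plus 3 SD, cut at about 18% in these data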;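 also: higher means more holoenzyme dissociation and a rise in polarization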
HTR5A inv ag: HTR5A inverse agonism, opioid heterodimer counter-screen | AID 504634 | hit rate 0.083% among 340,000 | inhibition, % at 9.3 µM | HTR5A cell line, luminescence | P47898; in the data active = inhibition mostly above about 23%, no sharp cut-off; inactive = mostly below about 18%;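 also: 0% = cells with DMSO and 100% = no-cell wells with DMSO; some compounds called inactive have numbers as strong as hits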
* marks the source's active call; other numbers are inactive results; x = no result given.

SMILES	Pemphigus Ab inh	DAGLB inh	OPRM1-OPRD1 inv	Arr AP2 block	OPRM1-OPRD1 ag	HTR5A ag	V-ATPase pH	PKA-R1A activ	PKA-R2B activ	HTR5A inv ag
Cc1ccc(NC(=O)/C=C/c2cccs2)c([N+](=O)[O-])c1	x	-8	2	-2	-0.4	1	1	-8	-3	5
OC(COCc1ccc2c(c1)OCO2)CN1CCC(Cc2ccccc2)CC1 (configuration not stated)	x	2	-6	4	1.3	2	-2	3	5	6
O=C(CCN1C(=O)S/C(=C\c2ccccc2)C1=O)N1CCCCC1	107	0	1	2	-0.2	-7	2	-9	-6	20
CCOc1ccc(NC(=O)CC2NCCNC2=O)cc1 (configuration not stated)	115	1	15	8	-2.6	4	-4	5	-3	-2
Cc1ccc(S(=O)(=O)C2(C(=O)N3CCN(c4ccccc4F)CC3)CC2)cc1	100	1	-12	1	1.4	-2	-2	9	-1	-16
COC(=O)COc1ccc(S(=O)(=O)Nc2ccc(C(N)=O)cc2)cc1	99	-2	12	-2	-2.2	9	-2	-8	1	-5
COc1ccc(N=C2SCC(c3ccc(C)cc3)=NN2CCO)cc1	116	-2	-20	-4	3.9	0	14	1	9	-33
COc1ccc(Cc2nnc(SCC(=O)c3c(N)n(C4CC4)c(=O)[nH]c3=O)o2)cc1	x	-1	4	14	-1.0	-4	11	5	-2	11
O=C(Cn1cnc2ccccc2c1=O)Nc1ccccc1N1CCOCC1	101	3	11	10	-2.0	3	-2	-5	-14	5
CCOC(=O)c1c(NC(=O)c2cccnc2)sc(C(C)=O)c1C	99	0	10	6	-2.0	3	2	7	3	-10
COc1ccc(NC(=O)CSc2nnc(C3CC3)n2-c2ccccc2)cc1	100	-1	2	-4	-0.5	-1	7	7	8	-35
Cc1cc(NC(=O)c2cc(-c3cccs3)on2)nn1Cc1ccc(Cl)cc1	94	-4	-15	5	2.7	5	-3	7	13	5
O=C(CN1CCN(C(=O)C2CCCO2)CC1)Nc1c(Cl)cccc1Cl (configuration not stated)	101	0	11	-2	-2.1	1	3	-19	1	11
Cn1ncc(Br)c1C(=O)N1CCCC1	x	-2	7	44	-1.3	1	-2	0	4	-2
CCCOC(=O)CSc1nc(N2CCOCC2)c2c(c1C#N)CC(C)(C)OC2	112	-5	11	31	-2.3	1	-2	-4	3	-3
COc1ccc(-c2cc(C(=O)Nc3sc4c(c3C#N)CCCC4)c3ccccc3n2)cc1OC	105	-3	13	28	-3.2	-1	-2	1	-1	-2
CCOC(=O)CN1N=C(c2ccc(Cl)s2)CSC1=O	99	-5	-2	1	0.4	4	-2	2	-4	-7
COc1ccccc1NS(=O)(=O)c1cc(C(=O)NCc2ccco2)ccc1C	107	1	2	9	-0.4	6	-2	0	5	-3
COc1cccc(N2CCN(CC(=O)Nc3ccnn3C3CCCC3)CC2)c1	98	-3	13	-8	-3.1	1	0	-3	7	-3
Cc1ccc(NC2=C(Cl)C(=O)OC2OC(=O)c2ccco2)c(C)c1 (configuration not stated)	98	36*	-5	-3	1.2	3	3	-2	-1	-9
O=C(Nc1ccnc(=O)[nH]1)c1sc2ccccc2c1Cl	101	2	16	2	-3.0	7	3	-10	-9	-18
CCc1nn(-c2cc(Oc3cccc4ccccc34)nc(-c3ccccc3)n2)c(N)c1C#N	94	-1	8	1	-1.3	-8	-2	-2	-3	5
COc1ccc(CN(C(=O)c2oc3ccccc3c2C)C2CCS(=O)(=O)C2)cc1OC (configuration not stated)	x	-1	4	2	-1.0	-3	-3	-13	-18	11
Cc1ccc(S(=O)(=O)NC(C)c2ccccc2)cc1[N+](=O)[O-] (configuration not stated)	94	-1	-13	-6	2.6	-1	2	-9	9	6

Of the compounds above, these contain an NH in an aromatic ring.
SMILES	Pemphigus Ab inh	DAGLB inh	OPRM1-OPRD1 inv	Arr AP2 block	OPRM1-OPRD1 ag	HTR5A ag	V-ATPase pH	PKA-R1A activ	PKA-R2B activ	HTR5A inv ag
COc1ccc(Cc2nnc(SCC(=O)c3c(N)n(C4CC4)c(=O)[nH]c3=O)o2)cc1	x	-1	4	14	-1.0	-4	11	5	-2	11
O=C(Nc1ccnc(=O)[nH]1)c1sc2ccccc2c1Cl	101	2	16	2	-3.0	7	3	-10	-9	-18

Laid out differently: results already given
compound | Pemphigus Ab inh | DAGLB inh | OPRM1-OPRD1 inv | Arr AP2 block | OPRM1-OPRD1 ag | HTR5A ag | V-ATPase pH | PKA-R1A activ | PKA-R2B activ | HTR5A inv ag
O=C(Cn1cnc2ccccc2c1=O)Nc1ccccc1N1CCOCC1 | 101 | 3 | 11 | 10 | -2.0 | 3 | -2 | -5 | -14 | 5
CCOC(=O)c1c(NC(=O)c2cccnc2)sc(C(C)=O)c1C | 99 | 0 | 10 | 6 | -2.0 | 3 | 2 | 7 | 3 | -10
COc1ccc(NC(=O)CSc2nnc(C3CC3)n2-c2ccccc2)cc1 | 100 | -1 | 2 | -4 | -0.5 | -1 | 7 | 7 | 8 | -35
Cc1cc(NC(=O)c2cc(-c3cccs3)on2)nn1Cc1ccc(Cl)cc1 | 94 | -4 | -15 | 5 | 2.7 | 5 | -3 | 7 | 13 | 5
O=C(CN1CCN(C(=O)C2CCCO2)CC1)Nc1c(Cl)cccc1Cl (configuration not stated) | 101 | 0 | 11 | -2 | -2.1 | 1 | 3 | -19 | 1 | 11
Cn1ncc(Br)c1C(=O)N1CCCC1 | x | -2 | 7 | 44 | -1.3 | 1 | -2 | 0 | 4 | -2
CCCOC(=O)CSc1nc(N2CCOCC2)c2c(c1C#N)CC(C)(C)OC2 | 112 | -5 | 11 | 31 | -2.3 | 1 | -2 | -4 | 3 | -3
COc1ccc(-c2cc(C(=O)Nc3sc4c(c3C#N)CCCC4)c3ccccc3n2)cc1OC | 105 | -3 | 13 | 28 | -3.2 | -1 | -2 | 1 | -1 | -2
CCOC(=O)CN1N=C(c2ccc(Cl)s2)CSC1=O | 99 | -5 | -2 | 1 | 0.4 | 4 | -2 | 2 | -4 | -7
COc1ccccc1NS(=O)(=O)c1cc(C(=O)NCc2ccco2)ccc1C | 107 | 1 | 2 | 9 | -0.4 | 6 | -2 | 0 | 5 | -3
COc1cccc(N2CCN(CC(=O)Nc3ccnn3C3CCCC3)CC2)c1 | 98 | -3 | 13 | -8 | -3.1 | 1 | 0 | -3 | 7 | -3
Cc1ccc(NC2=C(Cl)C(=O)OC2OC(=O)c2ccco2)c(C)c1 (configuration not stated) | 98 | 36* | -5 | -3 | 1.2 | 3 | 3 | -2 | -1 | -9
O=C(Nc1ccnc(=O)[nH]1)c1sc2ccccc2c1Cl | 101 | 2 | 16 | 2 | -3.0 | 7 | 3 | -10 | -9 | -18

Next section
SMILES	Pemphigus Ab inh	DAGLB inh	OPRM1-OPRD1 inv	Arr AP2 block	OPRM1-OPRD1 ag	HTR5A ag	V-ATPase pH	PKA-R1A activ	PKA-R2B activ	HTR5A inv ag
OCCCNC(c1ccccc1)c1ccc(O)cc1 (configuration not stated)	x	-1	7	-6	-1.7	2	0	-8	-3	5
CCC(NS(=O)(=O)c1ccc(OC)cc1)C(=O)NCCc1ccccc1 (configuration not stated)	98	-3	8	22	-1.8	2	2	2	10	-7
Cc1ccc(N(CC(=O)NC2CCCCC2C)S(=O)(=O)c2c(C)noc2C)cc1 (configuration not stated)	98	-3	3	7	-0.7	5	2	7	1	-14
CC(C)(C)c1ccc(C(=O)N/C(=C\c2cccs2)C(=O)NCc2ccco2)cc1	104	-1	13	-7	-2.3	-2	0	-14	-2	6
CCN1CCN(c2ccc(S(=O)(=O)N3CCOCC3)cc2NC(=O)CC(C)C)CC1	92	0	11	4	-2.6	0	3	4	0	-1
CSc1cccc(N2CC(C(=O)Nc3ccccc3N3CCCC3)CC2=O)c1 (configuration not stated)	98	0	4	6	-0.6	5	2	9	-3	-14
Cc1ccsc1C(=O)OCC(=O)N1CCc2ccccc2C1	119	-4	16	11	-3.2	1	1	-13	0	-4
COc1ccc(-n2c(Cc3cccs3)nnc2SCC(=O)Nc2ccc3c(c2)OCCO3)cc1	x	2	-2	2	0.2	6	-1	-4	1	-4
O=C1CCC(/C=C/c2ccccc2)=NN1Cc1ccccc1Cl	107	-7	-12	8	2.4	-2	-4	-8	2	5
COC(=O)c1c(SCc2ccc(C#N)cc2)nc(=O)[nH]c1C	101	-2	5	-3	-0.9	0	1	-2	0	-1
CCCCC(=O)Nc1ccc2c(c1)nc(CN1CCN(C(=O)OCC)CC1)n2C	101	1	15	-11	-2.5	6	0	-1	-2	-21
Cc1cc(=O)oc2cc(OCC3CC(c4ccc(Br)cc4)=NO3)ccc12 (configuration not stated)	92	0	1	2	-0.2	1	3	10	-7	-2
CCCCNC(=O)c1cc(C)no1	87	-2	9	24	-1.4	0	0	-4	6	-15
Cc1cnc(NC(=O)CC2CCCC2)s1	100	-1	2	15	-0.5	7	3	0	0	38
O=C(c1ccc(N2C(=O)C3C4CC(C(Br)C4Br)C3C2=O)cc1)N1CCCCC1 (configuration not stated)	x	-1	15	19	-2.8	0	3	-10	1	0
Cc1ccc(CNC(=O)C2CCN(S(=O)(=O)c3c(C)noc3/C=C/N(C)C)CC2)cc1	103	6	11	35	-2.1	-3	-1	-7	1	19
COc1ccc(Cl)cc1NC(=O)C12CCC(C)(C(=O)O1)C2(C)C (configuration not stated)	94	0	5	-9	-0.9	-4	-1	1	3	-27
Cc1cc(NC(=O)c2cncc(Br)c2)n(-c2ccccn2)n1	100	1	9	-3	-1.9	-1	0	-4	-17	12
C[C@@H]1CN([C@@H](C)CO)C(=O)CCCn2nncc2CO[C@H]1CN(C)S(=O)(=O)c1ccccc1	109	-2	x	x	x	x	-5	-11	-5	x
CCOC(=O)C1(Cc2cccc(OC)c2)CCN(C2CCOCC2)CC1	99	0	-6	5	1.1	0	-3	4	15	0
CC(C)[C@@H](CO)NS(=O)(=O)c1ccc(Br)cc1F	103	-1	17	3	-3.5	0	0	-3	-4	-1
COc1cc(C(=O)NC2CCCc3ccccc32)cc(OC)c1OC (configuration not stated)	93	-5	15	26	-2.4	8	-4	-12	-6	9
O=C(Nc1ccccc1Cl)NN1CCCCCC1	99	-3	-33	-3	7.6	6	-2	7	3	-21
C=Cn1cc[n+](CC(=O)c2ccc(Br)cc2)c1	111	-1	6	11	-1.1	2	1	13	-3	-8
CCC(C)NS(=O)(=O)c1ccc(S(=O)(=O)N(CC(=O)Nc2ccccc2)CC2CCCO2)cc1 (configuration not stated)	97	0	4	21	-0.7	0	-4	1	-2	3
